# Source: PubChem BioAssay
# CHRM5 PAM = positive allosteric modulators of human muscarinic M5 receptor; CHO-K1 hM5, Fluo-8 calcium, ACh EC20 PAM; 0% = ACh EC20, 100% = ACh EC100; activation, % at 3 µM; AID 624038; P08912; actives 0.3% (n = 360,000);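 active = activation above the run cutoff, the mean activation of all test compounds plus 3 SD, cut at about 18% in these data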
#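 Replicates: One well per compound, no replicates | System: Human M5 receptor in CHO-K1 cells | Benchmarks: Low control EC20 acetylcholine (0%), high control EC100 acetylcholine (100%) | Probe or stimulus: Acetylcholine, EC20 level | Times: Fluo-8 loading 80 min at 37 °C plus 30 min room temperature | Signal: Intracellular calcium via Fluo-8 fluorescence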
# CHRM4 antagonist = CHRM4 antagonism in calcium assay. P08173. CHO-hM4 cells, ACh EC80, Fluo-8 calcium fluorescence. inhibition, % at 3 µM. actives 0.73% (n = 360,000). AID 624125;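 active = inhibition above its plate's cutoff, the mean inhibition of sample wells plus 3 SD, cut at about 27% in these data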;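 also: 0% = acetylcholine EC80 with DMSO and 100% = DMSO without agonist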
# Target sequence (P08173 whole entry, looked up): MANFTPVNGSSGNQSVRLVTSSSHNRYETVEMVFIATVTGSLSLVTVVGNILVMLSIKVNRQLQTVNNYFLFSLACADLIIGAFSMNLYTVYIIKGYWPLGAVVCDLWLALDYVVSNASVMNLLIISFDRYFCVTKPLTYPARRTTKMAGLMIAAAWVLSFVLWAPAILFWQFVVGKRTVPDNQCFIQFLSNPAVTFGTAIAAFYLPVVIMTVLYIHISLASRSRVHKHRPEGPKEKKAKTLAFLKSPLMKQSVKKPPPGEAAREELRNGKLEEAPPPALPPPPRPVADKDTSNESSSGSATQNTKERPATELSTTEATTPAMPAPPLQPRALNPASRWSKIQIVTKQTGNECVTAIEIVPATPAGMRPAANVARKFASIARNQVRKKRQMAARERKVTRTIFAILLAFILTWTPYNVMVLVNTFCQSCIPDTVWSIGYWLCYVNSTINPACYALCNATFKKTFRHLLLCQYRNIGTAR
# CHRM5 antagonist = antagonists of human muscarinic M5 receptor (CHRM5); actives 0.59% (n = 360,000); AID 624040; inhibition, % at 3 µM; CHO-hM5 cells, Fluo-8 calcium fluorescence, ACh EC80;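 active = inhibition above a per-plate cutoff, the mean of that plate's test compounds plus 3 SD, cut at about 27% in these data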;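 also: 0% = acetylcholine EC80 with DMSO and 100% = DMSO without agonist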
# M5 ag = agonists of human muscarinic M5 receptor (CHRM5); P08912; CHO-K1 hM5 cells, Fluo-8 calcium fluorescence; 0% DMSO wells, 100% maximal acetylcholine response; activation, % at 3 µM; actives 0.19% (n = 360,000);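 active = activation above the run's mean over test compounds plus 3 SD, cut at about 23% in these data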;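 also: signal is peak over basal fluorescence ratio across the kinetic read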
# M4 PAM = CHRM4 positive allosteric modulation; CHO-K1 hM4/Gqi5, Fluo-8 calcium fluorescence, ACh EC20; 0% = ACh EC20, 100% = maximal ACh; P08173; activation, % at 3 µM; AID 624126; actives 0.4% (n = 360,000);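 active = activation above its plate's cutoff, the mean activation of sample wells plus 3 SD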; also: some results filed as inactive read as strong as hits
# M1 PAM = human CHRM1 positive allosteric modulation | CHO-K1 hM1, Fluo-8 calcium fluorescence, ACh EC20; 0% = ACh EC20, 100% = maximal ACh | P11229 | actives 0.088% (n = 360,000) | activation, % at 3 µM | AID 588819; in the data active = activation above about 19%, passing the limit was not always enough
# Target sequence (P11229 whole entry, looked up): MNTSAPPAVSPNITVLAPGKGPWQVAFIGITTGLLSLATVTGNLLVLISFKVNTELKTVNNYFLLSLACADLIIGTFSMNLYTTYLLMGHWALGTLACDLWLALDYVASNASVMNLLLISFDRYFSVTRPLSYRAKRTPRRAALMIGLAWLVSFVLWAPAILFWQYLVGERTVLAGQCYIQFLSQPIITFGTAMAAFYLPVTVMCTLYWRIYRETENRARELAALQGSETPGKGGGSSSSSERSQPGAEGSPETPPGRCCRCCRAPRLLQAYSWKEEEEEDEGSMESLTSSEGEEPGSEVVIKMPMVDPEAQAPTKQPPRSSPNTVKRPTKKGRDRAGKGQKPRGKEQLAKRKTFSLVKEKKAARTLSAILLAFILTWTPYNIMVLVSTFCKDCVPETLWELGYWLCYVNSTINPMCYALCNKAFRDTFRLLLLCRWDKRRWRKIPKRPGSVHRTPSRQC
# CRFR2-BP antag = CRF-BP/CRF-R2 complex antagonism; inhibition, % at 11.8 µM; HEK293 CRF-R2/CRF-BP, CRF-induced calcium fluorescence; actives 0.59% (n = 350,000);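 active = inhibition of the ligand-induced calcium signal above about 50% at the single tested concentration, limit read from the data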
# CRFR2-BP ag = CRF-BP/CRF-R2 complex agonism; HEK293 CRF-R2/CRF-BP, calcium dye fluorescence (FLIPR); percent of saturating CRF peptide response; activation, % at 13.2 µM; actives 0.46% (n = 350,000);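 active = activation of at least 50%, plus an integration ratio under a set limit after plate pattern correction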;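 also: plate controls were neutral control wells without compound for no effect and CRF at EC100 for full effect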
# CHRM4 agonist = CHRM4 agonism in calcium assay. CHO-K1 hM4/Gqi5, Fluo-8 calcium fluorescence; vehicle 0%, full acetylcholine response 100%. actives 0.14% (n = 360,000). AID 624127. P08173. activation, % at 3 µM;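 active = activation above the run mean over all test wells plus 3 SD, cut at about 32% in these data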;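 also: peak over basal fluorescence ratio per well then scaled between controls; 0% = DMSO wells and 100% = acetylcholine at EC100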
# * = called active by the depositor; · = no result given.
Compound | CHRM5 PAM | CHRM4 antagonist | CHRM5 antagonist | M5 ag | M4 PAM | M1 PAM | CRFR2-BP antag | CRFR2-BP ag | CHRM4 agonist
CCN1CCN(C(=O)c2cc(=O)c3cc(C)ccc3o2)CC1 | 0 | 14 | 6 | -1 | 1 | 6 | -2 | 1.2 | 2
O=c1ccc(Cc2ccccn2)n[nH]1 | -5 | 3 | 7 | -3 | 0 | 7 | 3 | 0.3 | 0
CCCCCOC(=O)CSc1n[nH]c(=O)[nH]c1=O | -8 | 6 | 10 | -1 | 5 | 4 | 13 | -0.3 | 1
O=c1oc2ccccc2c(CNc2ccccc2)c1[N+](=O)[O-] | 0 | 2 | 2 | -1 | 0 | 2 | -1 | -1.7 | 2
O=C(NNC(=O)c1cc(Br)ccc1O)c1csc(N2CCOCC2)n1 | 7 | 2 | 0 | 3 | -2 | 3 | 2 | -0.3 | 1
COc1ccc(OCC(=O)NCC(c2ccc(OC)cc2)N2CCCCC2)cc1 (configuration not stated) | 7 | 7 | -7 | -4 | -1 | -1 | 0 | -0.8 | 1
COCCCn1c(SCC(=O)NC(C)(C)C)nnc1-c1cccs1 | 4 | -9 | -1 | 2 | 1 | 10 | -12 | 2.5 | 0
CCSc1nnc(-c2cccs2)o1 | 0 | 6 | 4 | 2 | -1 | -1 | 7 | -0.4 | -1
CCOc1ccc(CSCCNC(=S)Nc2ccccc2)cc1 | -9 | -3 | 5 | -4 | -9 | -12 | -41 | 1.0 | 6
Nc1c(-c2ccc(Cl)cc2)nnn1-c1ccccc1 | -2 | -3 | 1 | -4 | -3 | 2 | 23 | -1.1 | 0
C/C(NCc1cccnc1)=C(\C#N)C(=O)NCc1ccccc1 | -2 | -4 | 0 | 2 | 4 | 15 | 5 | -0.9 | 1
Cn1c(=O)c2c(-c3ccccc3)n(-c3cc([N+](=O)[O-])ccc3N)cc2n(C)c1=O | -1 | 3 | 10 | 3 | 1 | 0 | · | · | 3
O=C(O)C1Cc2ccccc2CN1C(=O)c1ccco1 (configuration not stated) | -7 | 5 | 13 | 1 | -4 | -7 | 7 | 2.6 | 0
CC(C)c1ccc(S(=O)(=O)N2CCC3(CC2)OCCO3)cc1 | -6 | 9 | 4 | 3 | -2 | 3 | -26 | 3.8 | 1
COCC(=O)OCC(=O)Nc1cc([N+](=O)[O-])ccc1Cl | 5 | 2 | 3 | 3 | 6 | 17 | 12 | -1.2 | 2
COc1ccccc1NC(=O)C(=O)NNC(=O)c1ccco1 | 10 | 5 | 2 | 1 | -2 | 9 | 14 | 0.1 | 1
O=C(NCCSCc1ccco1)c1ccc(=O)[nH]c1 | 6 | -5 | 3 | -1 | -8 | 13 | 0 | 0.6 | 1
CCN(CC(=O)NCc1cccs1)C(=O)c1ccc(N(C)S(=O)(=O)c2ccc(C)cc2)cc1 | -14 | -13 | 5 | -1 | -7 | -1 | 12 | -2.9 | 9
N#Cc1cccc(NC(=O)c2cc(C3CCCCN3C(=O)CCc3ccccc3)on2)c1 (configuration not stated) | 1 | -16 | 1 | 1 | 0 | -7 | · | · | 5
O=C(COC(=O)CCNS(=O)(=O)c1cccc(C(F)(F)F)c1)NC(=O)NC1CCCCC1 | -13 | 10 | 16 | 3 | -2 | -7 | 6 | 3.8 | 7
CC(C)Cn1c2c(c(O)c(C(=O)Nc3nccs3)c1=O)CCCC2 | 2 | -3 | -11 | 2 | 1 | 7 | 15 | -0.3 | 1
CCN1CCCC1CNC(=O)C1CCN(C(=O)c2cc3sccc3n2Cc2ccc(F)cc2)CC1 (configuration not stated) | -9 | -6 | 7 | -10 | -6 | 1 | 3 | -1.7 | 2
Nc1ccc2nc(-c3ccccc3)cnc2c1 | -4 | 3 | 15 | 18 | -8 | -1 | -53 | 66* | 11
O=C(CN1CCC(C(=O)c2ccc3c(c2)OCCO3)CC1)NC1CCCC1 | 3 | -1 | 1 | -1 | 12 | 4 | 7 | -0.2 | 0
COc1ccc(CC(=O)N[C@@H](C)C(=O)N2CCC3(CC2)NCCc2[nH]cnc23)cc1 | 5 | -12 | 1 | 0 | -2 | 5 | -12 | -1.2 | 0

# Further compounds follow.
Structure,CHRM5 PAM,CHRM4 antagonist,CHRM5 antagonist,M5 ag,M4 PAM,M1 PAM,CRFR2-BP antag,CRFR2-BP ag,CHRM4 agonist
O=C(NCc1ccco1)C1CCN(C(=O)c2ccc([N+](=O)[O-])cc2)CC1,3,15,5,-3,2,7,1,2.9,1
CC(C)Oc1ccc(CN2CCC2(C)C(=O)Nc2ccc3c(c2)OCO3)cc1 (configuration not stated),-6,1,7,-2,-5,-14,·,·,2
CCOC(=O)c1[nH]c2ccc(Cl)cc2c1NC(=O)c1nonc1C,4,-6,-8,-2,4,-2,-22,-0.3,0
CCCn1c(=O)c2[nH]c(-c3ccc(S(=O)(=O)O)cc3)nc2n(CCC)c1=O,5,-5,-1,1,1,4,-1,-2.7,1
CCc1noc(C)c1C(=O)N1CCCC(Nc2cccc(F)c2)C1 (configuration not stated),-1,-10,7,1,7,11,-12,3.0,1
CC(=O)Nc1cccc(C(=O)/C=C/c2ccc[nH]2)c1,-5,-7,7,4,-10,0,10,1.1,7
O=C(NC(=S)Nc1ccc2[nH]c(=O)[nH]c2c1)c1ccccc1F,0,5,8,0,5,0,-3,0.1,0
Cc1ccc(CNc2nc3ccc(C)cc3n3cnnc23)cc1,-7,-5,2,2,-1,7,0,0.7,0
Cc1ccc(NC(=O)c2ncn(CCCN(C)CCc3ccccn3)n2)cc1C,6,-1,-5,-2,0,0,9,-0.9,0
O=C(CCc1nc2ccccc2c(=O)[nH]1)NCc1ccco1,5,-5,7,4,5,9,-5,-0.7,1
O=C(NC(c1ccc(F)cc1)c1ccc2ccccc2n1)C1CCN(Cc2ccc3ccccc3n2)CC1 (configuration not stated),-10,-15,0,-3,-2,-6,·,·,4
COc1ccccc1CC(=O)Nc1ccc2[nH]ncc2c1,-5,-11,-7,2,-4,9,5,-0.7,1
CCOc1ccccc1NC(=O)COC(=O)Cc1ccc(-c2ccccc2)cc1,7,4,5,1,-10,2,8,1.0,0
O=C1CC(c2ccccc2)c2c(O)cc(O)cc2O1 (configuration not stated),-5,10,5,3,-6,-1,4,0.6,3
NNC(=O)C1SCCN1S(=O)(=O)c1ccc(Cl)cc1 (configuration not stated),-5,-5,1,1,-8,11,-6,1.1,0
CN(CC(=O)NCCc1ccc(S(N)(=O)=O)cc1)Cc1ccc(Cl)cc1Cl,-11,-3,17,0,-8,-13,0,0.2,6
C/C=C\C=C/C(=O)Nc1cccc(C2=NOC3(C2)C[C@@H](C(N)=O)N(C(=O)COc2ccc(Cl)cc2)C3)c1 (some centres not stated),3,-8,5,1,3,5,0,1.5,0
CC1CCCN1CC#CC(O)(c1ccccc1)c1ccccc1 (configuration not stated),-31,97*,99*,-19,-17,-28,19,-0.4,0
C=C1C2(C(=O)NCc3ccco3)CCC(C2)C1(C)C (configuration not stated),4,5,7,-3,5,-4,4,0.7,0
Cc1cc(NC(=O)C(=O)NCc2cccc(Cl)c2)no1,-4,-4,9,0,10,1,5,-0.4,0
CCC(=S)/C=C1\Sc2ccccc2N1CCCS(=O)(=O)O,-1,4,-1,0,-3,5,4,0.9,0
Cc1cc(Cl)ccc1NC(=S)N1CCN(C(=O)c2ccco2)CC1,4,7,10,-7,2,14,2,-0.9,1
O=C(CCn1c(=O)[nH]c2ccccc2c1=O)N1CC=C(c2ccccc2)CC1,-1,4,-1,2,0,4,-1,0.1,2
O=C(CSc1ncnc2sccc12)N1CCN(C(=O)c2cccs2)CC1,-3,3,3,-2,2,18,-11,2.8,2

# Reformatted with two lines to a compound: entries from further up.
# The line under a structure holds: CHRM5 PAM	CHRM4 antagonist	CHRM5 antagonist	M5 ag	M4 PAM	M1 PAM	CRFR2-BP antag	CRFR2-BP ag	CHRM4 agonist
O=C(NC(c1ccc(F)cc1)c1ccc2ccccc2n1)C1CCN(Cc2ccc3ccccc3n2)CC1 (configuration not stated)
→ -10	-15	0	-3	-2	-6	·	·	4
COc1ccccc1CC(=O)Nc1ccc2[nH]ncc2c1
→ -5	-11	-7	2	-4	9	5	-0.7	1
CCOc1ccccc1NC(=O)COC(=O)Cc1ccc(-c2ccccc2)cc1
→ 7	4	5	1	-10	2	8	1.0	0
O=C1CC(c2ccccc2)c2c(O)cc(O)cc2O1 (configuration not stated)
→ -5	10	5	3	-6	-1	4	0.6	3
NNC(=O)C1SCCN1S(=O)(=O)c1ccc(Cl)cc1 (configuration not stated)
→ -5	-5	1	1	-8	11	-6	1.1	0
CN(CC(=O)NCCc1ccc(S(N)(=O)=O)cc1)Cc1ccc(Cl)cc1Cl
→ -11	-3	17	0	-8	-13	0	0.2	6
C/C=C\C=C/C(=O)Nc1cccc(C2=NOC3(C2)C[C@@H](C(N)=O)N(C(=O)COc2ccc(Cl)cc2)C3)c1 (some centres not stated)
→ 3	-8	5	1	3	5	0	1.5	0
CC1CCCN1CC#CC(O)(c1ccccc1)c1ccccc1 (configuration not stated)
→ -31	97*	99*	-19	-17	-28	19	-0.4	0
C=C1C2(C(=O)NCc3ccco3)CCC(C2)C1(C)C (configuration not stated)
→ 4	5	7	-3	5	-4	4	0.7	0
Cc1cc(NC(=O)C(=O)NCc2cccc(Cl)c2)no1
→ -4	-4	9	0	10	1	5	-0.4	0
CCC(=S)/C=C1\Sc2ccccc2N1CCCS(=O)(=O)O
→ -1	4	-1	0	-3	5	4	0.9	0
Cc1cc(Cl)ccc1NC(=S)N1CCN(C(=O)c2ccco2)CC1
→ 4	7	10	-7	2	14	2	-0.9	1
O=C(CCn1c(=O)[nH]c2ccccc2c1=O)N1CC=C(c2ccccc2)CC1
→ -1	4	-1	2	0	4	-1	0.1	2

# (more compounds)
Structure,CHRM5 PAM,CHRM4 antagonist,CHRM5 antagonist,M5 ag,M4 PAM,M1 PAM,CRFR2-BP antag,CRFR2-BP ag,CHRM4 agonist
Cc1ccnc(Nc2nc(-c3ccc(Cl)cc3)cs2)c1,-2,-5,-2,2,-7,-1,-14,4.7,0
CCC(C)(C)n1nnnc1C(c1cc2cc(C)cc(C)c2[nH]c1=O)N1CCCC1 (configuration not stated),13,3,-9,0,-2,1,4,6.0,-1
O=C(NCCC1=CCCCC1)C1CCN(S(=O)(=O)c2cccc3nsnc23)CC1,4,2,1,1,15,13,1,-1.7,4
CC(=O)NC(C)c1nc2ccccc2n1C(C)C (configuration not stated),-2,-4,-4,1,6,2,-10,-2.3,1
CC(=O)c1cccc(N(C(=O)c2ccco2)C(C(=O)NC2CCCC2)c2ccncc2)c1 (configuration not stated),2,0,-4,3,24,18,-29,4.2,0
Oc1ccc(N2CCN(c3ccnc4cc(Cl)ccc34)CC2)cc1,-1,6,0,-3,-2,-6,3,-1.3,5
COc1ccc(-c2cc(C(=O)Nc3c(C)nn(Cc4ccc(Cl)cc4)c3C)no2)cc1,-10,-3,4,2,5,1,14,3.4,6
